Apoferritin bind: candidate novel general anesthetic via apoferritin binding; AID 485281; actives 0.074% (n = 350,000); P02791; Potency, µM (doses to about 77.5 µM), without a hit: at the top dose activity change, negative = displacement, hits mostly inhibitors; apoferritin/1-aminoanthracene competitive binding, fluorescence; further: potency means the concentration at half of the fitted maximal effect; on the % scale 0 is the no-effect control and ±100 the full control effect; nearly all actives have a fitted effect of over 20% in size
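In PBS, apoferritin at 10 uM is loaded with 1-AMA from a 50% saturated solution. After 10 min of compound exposure at ambient temperature, reduced 535 nm fluorescence indicates probe displacement.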
PGK inhibitor: T. brucei PGK inhibition; PGK/GAPDH coupled, Kinase-Glo luminescence, 60 min; actives 0.043% (n = 380,000); Potency, µM (top dose mostly 57.5 µM), for the others: top-dose activity change, negative = inhibition, most hits filed as inhibitors; AID 602233; further: potency means the concentration at half of the fitted maximal effect; on the % scale 0 is the no-effect control and ±100 the full control effect; nearly all actives have a fitted effect of over 60% in size
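Recombinant glycosomal PGK reaction used 1,3-bisphosphoglycerate generated in-well by GAPDH (100nM final) in 100mM TEA pH 7.6, 5mM MgCl2, 0.01% Tween-20. After 60 minutes at room temperature, ATP was read by Kinase-Glo Plus luminescence end-point.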
POLI inh: DNA polymerase iota (human) inhibition. Q9UNA4. actives 1% (n = 390,000). AID 588590. Pol iota fluorescent replication assay, 10 min. Potency, µM (titrated, usually from 115 µM), for the others: top-dose activity, negative = inhibition, actives largely listed as inhibitors; further: potency means the concentration at half of the fitted maximal effect
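Fluorescent replication assay read twice, at 0 min and 10 min after adding 50 nM (final) substrate. Enzyme (10 nM) and compounds were first incubated 15 min at room temperature; enzyme-free buffer wells were negative controls.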
Pol eta inh: DNA polymerase eta (human) inhibition. Potency, µM (titrated, usually from 114 µM), without a hit: top-dose activity change, negative = inhibition, most hits filed as inhibitors. Q9Y253. actives 1.2% (n = 390,000). AID 588591. recombinant Pol eta, fluorescent DNA replication assay; further: potency means the concentration at half of the fitted maximal effect; on the % scale 0 is the no-effect control and ±100 the full control effect
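Pol eta (10 nM) was preincubated with compounds for 15 min at room temperature, after which fluorescent replication substrate (50 nM final) was added to start the reaction. Fluorescence was read kinetically at 0 and 10 min.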
APEX1 inh: blocks human APE1 abasic DNA cleavage; P27695; recombinant APE1, TAMRA/BHQ-2 abasic DNA cleavage fluorescence; Potency, µM (top dose mostly 65.8 µM), for the others: at the highest dose activity change, negative = inhibition, hits mostly inhibitors; actives 0.35% (n = 350,000); AID 2517;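 further: potency means the concentration at half of the fitted maximal effect; plate controls were vehicle for no effect and reference inhibitor for full effect; nearly all actives have a fitted effect of over 55% in size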
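0.75 nM APE1 + cpd, 15 min RT; start w/ 50 nM TAMRA/BHQ-2 THF-abasic dsDNA; kinetic fluor 525/598 nm ×3 reads @60 s; Δ(read3−read1); normalized to DMSO and NSC13755 control wells.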
POLB inh: blocks human DNA polymerase beta activity; P06746; Pol beta primer extension/strand displacement, fluorescence kinetic; Potency, µM (doses to about 114 µM), without a hit: at the highest dose activity change, negative = inhibition, hits mostly inhibitors; actives 1.3% (n = 340,000); further: potency means the concentration at half of the fitted maximal effect; on the % scale 0 is the no-effect control and ±100 the full control effect
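Values derive from four-parameter Hill fits of normalized kinetic data: reads at 0 and 10 min following addition of 50 nM substrate to 10 nM Pol beta preincubated 15 min with compound.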
Pol kappa inh: DNA polymerase kappa (human) inhibition. Potency, µM (series often up to 107 µM), inactives show top-dose activity, negative = inhibition, most hits filed as inhibitors. purified Pol kappa, fluorescent DNA synthesis assay, 10 min. actives 0.53% (n = 400,000); further: potency means the concentration at half of the fitted maximal effect; on the % scale 0 is the no-effect control and ±100 the full control effect
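Kinetic fluorescence screen: compound preincubated 15 min RT with 10 nM enzyme; 50 nM substrate (final) initiates; reads at 0/10 min.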
BLM inh: Bloom syndrome helicase (human) inhibition | recombinant BLM DNA unwinding, fluorescence dequenching | AID 2528 | Potency, µM (titrated, usually from 56.1 µM), for inactives: at the highest dose activity change, negative = inhibition, most hits filed as inhibitors | P54132 | actives 0.2% (n = 350,000);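 further: potency means the concentration at half of the fitted maximal effect; plate controls were vehicle for no effect and no enzyme for full effect; nearly all actives have a fitted effect of over 35% in size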
RXFP1 antag: blocks the human relaxin receptor RXFP1; Q9HBX9; HEK293-RXFP1, relaxin-stimulated cAMP HTRF, 30 min; stronger effect = lower value; activity change, negative = inhibition, % at 57.5 µM; actives 0.59% (n = 350,000); AID 1259400;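 active means activity change of -60% or lower, but not beyond a set lower limit; inconclusive means change between -60% and -40%, or beyond the set limit; inactive means change above -40%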; further: on the % scale 0 is the no-effect control and ±100 the full control effect
Numbers without * were called inactive; i = inactive; ? = inconclusive; . = not tested or not shown; & = joins results of further samples; [ ] = remark or other dose. Unless noted, the call rests on the fitted dose curve; in most records, active means well fitted curve in the direction sought with a large enough effect; inconclusive means small, poorly fitted or top-dose-only effect, or another doubt; inactive means no such curve, though single readings can be large; an effect the other way counts as inactive or inconclusive.

SMILES	Apoferritin bind	PGK inhibitor	POLI inh	Pol eta inh	APEX1 inh	POLB inh	Pol kappa inh	BLM inh	RXFP1 antag
Cc1ccc(C(=O)N(C)Cc2ccccc2)cc1S(=O)(=O)N1CCOCC1	-7%	3%	24%	-11%	-15%	2%	-10%	-2%	-5
O=C(O)C(c1ccccc1)N1C(=O)c2ccccc2C1=O (stereo not given)	-4%	6%	0%	-6%	30%	24%	-11%	-1%	8
CN(CC(=O)Nc1ccccc1Cl)C(=O)COc1cccc2c1OC(C)(C)C2	.	-1%	-6%	-17%	43%	.	0%	.	1
O=C(COC(=O)c1ccccc1SCC(=O)N1CCCC1)Nc1ccccc1	-18%	0%	21%	5%	46%[activator]	5%	-6%	-7%	0
COc1ccc(-c2onc(C)c2-c2ccc3c(c2)OCCO3)c(O)c1	-14%	-8%	18%	-14%	0%	-12%	8%	-7%	-37
O=C(CC1COc2ccccc2O1)NC1CCCCC1 (stereo not given)	0%	3%	2%	-8%	3%	1%	-9%	-1%	8
COc1ccc(Nc2ccc(C(F)(F)F)cc2[N+](=O)[O-])cn1	?	7%	10%	-22%	13%	0%	0%	-1%	-4
CCCCOc1ccc(C2=NC(c3ccncc3)=Nc3ccc(Br)cc3N2)cc1	?	5%	11%	-8%	.	-1%	-4%	-4%	-17
O=C(CC1SC(N2CCCC2)=NC1=O)Nc1ccc(C(=O)N2CCN(c3cccc(Cl)c3)CC2)cc1 (stereo not given)	.	8%	14%	-12%	2%	.	-6%	.	1
O=C(COC(=O)COc1ccc(Cl)cc1)NC1CC1	.	-10%	3%	-17%	23%	.	1%	.	-7
CC(=O)c1cccc(NC(=O)CCCNC(=O)c2ccc(Cl)cc2)c1	-11%	-9%	3%	-17%	6%	-3%	-4%	0%	-4
CN(C(=O)COc1ccccc1)c1nnc(-c2ccncc2)s1	-9%	-4%	3%	-6%	1%	35%	-3%	2%	-5
CCOC(=O)C(=CNc1ccc(C)cc1C)C(=O)OCC	4%	6%	41%	-17%	14%	1%	-15%	-7%	-13
CN1CCN(C(=O)c2cc3ccccc3oc2=O)CC1	-4%	0%	3%	-2%	-5%	-1%	-5%	-2%	-2
COc1ccccc1N1CCN(C(=O)CCSCc2ccccc2F)CC1	-21%&-15%	-4%	82%&18%[activator]	4%&-7%	5%	-1%&-1%	-12%	-5%&-1%	-6&-13
Cc1cc(C)c(NC(=O)Cn2c(=O)n(CCC(=O)NCc3ccc4c(c3)OCO4)c(=O)c3ccccc32)c(C)c1	-19%	-1%	-16%	-9%	.	17%	-8%	-4%	.
Cc1ccc(CNCC(O)(c2ccccc2)c2ccccc2)cc1	1%	.	-14%	-9%	4%	36%	-20%	-2%	-21
Clc1ccccc1C1Nc2cccc3cccc(c23)N1	-11%	0%	?	-7%	-9%	?	?	1%	3
O=C(Nc1ccc(N2CCOCC2)cc1)c1cccc(S(=O)(=O)N2CCOCC2)c1	.	i	36%	-16%	35%	.	0%	.	4
CN(C)C(=O)c1cn(-c2ccc(Cl)cc2)c(=O)c2ccccc12	-3%	-3%	3%	-21%	-1%	0%	-5%	2%	-9
Cc1ccc(OCC(=O)Nc2ccc3c(c2)OCO3)c([N+](=O)[O-])n1	2%	-8%	228%[activator]	-18%	-1%	3%	-4%	-2%	-1
CCNC(=S)N/N=C(\C)c1ccc(Cl)s1	-7%	3%	1%	-17%	0%	28%	-5%	-1%	-6
O=C1CSC(c2ccccn2)N1c1ccc(Br)cc1 (stereo not given)	-6%	-5%	90%[activator]	4%	-1%	28%	-15%	0%	2
COc1cccc(C(C#N)NCCCNC(C#N)c2cccc(OC)c2OC)c1OC (stereo not given)	.	-7%	-14%	-5%	.	.	-19%	.	-8
CN(C(=O)CC1C(=O)NCCN1Cc1ccccc1C(F)(F)F)C1CCOCC1 (stereo not given)	1%	2%	-8%	-4%	-8%	6%	-13%	1%	-6
CC(C)c1ccc(NC(=O)c2cc3c(s2)-c2ccccc2SC3)cc1	44%[activator]	.	11%	.	.	12%	-1%	-9%	-27
CC1(C)Cc2c(c(-c3ccccc3)nc(N3CCCC3)c2C(N)=O)CO1	1%	4%	-12%	-3%	9%	9%	-15%	-1%	4
Cc1ccc(NC(=O)Nc2ccc3c(c2)N(C)C(=O)CS3)nc1	-7%	.	89µM*	-29%	3%	?	-2%	-16%	-19
COc1cccc(C(CC(=O)Nc2cccc3ccccc23)NC(=O)c2ccccc2)c1 (stereo not given)	-6%	-3%	-5%[58.9 µM]	-3%	8%	11%	-10%	2%	-13
COc1cc(OC)c(OC)cc1CN1CCCC(C(=O)c2ccc3c(c2)OCO3)C1 (stereo not given)	-12%	i	8%	0%	2%	4%	-6%	5%	-9
Cc1ccc(C)c(NC(=O)C(OC(=O)c2cc[n+]([O-])cc2)c2ccccc2)c1 (stereo not given)	.	8%	6%	-12%	-6%	.	-10%	.	5
Fc1cccc(CCN2CCN=C2Nc2ccccc2)c1	.	0%	?	-11%	4%	.	-5%	.	.
NC(=O)c1ccsc1N	-3%	.	.	.	?	6%	.	-8%	.
COc1ccc(OC)c(NC(=O)CSc2nc(=O)n(Cc3ccccn3)c3c2CCC3)c1	.	i	17%	-9%	7%	.	-6%	.	0
Cc1ccc(-n2ncc3c(=O)[nH]c(SCC(=O)N4CCN(c5ccccc5)CC4)nc32)cc1	8%	-10%	-7%	0%	12%	39%	-16%	1%	4
COc1ccc(CCC(=O)Nc2ccc3c(c2)OCCO3)cc1	-12%	3%	19%	-13%	8%	3%	-9%	-2%	7
CCOc1ccc(NC(=O)CNS(=O)(=O)c2c(C)cc(C)cc2C)cc1	?	0%	12%	-16%	20%	5%	-22%	-5%	-4
CCN(CC(=O)Nc1cc(Cl)ccc1C)C(=O)CSCc1c(C)noc1C	.	-15%	?	-12%	28%	.	-10%	.	6
CCN(CC)S(=O)(=O)c1ccc2c(c1)N(CC(=O)N1CCCC1)C(=O)CO2	-4%	9%	28%	-4%	14%	-2%	-15%	-2%	44
CCn1cc(C(=O)OCC(=O)Nc2cc(C)cc(C)c2)c(=O)c2ccc(C)nc21	-3%	0%	?	-13%	.	-1%	-22%	-4%	.
CCn1c(Cn2nnc(-c3ccccc3)n2)nnc1SCC(=O)N1CCOCC1	-4%	-2%	6%	-8%	1%	2%	-17%	1%	-6
CCOC(=O)c1c(NC(=O)CC)sc(C(=O)N2CCCCC2)c1C	-15%	-3%	19%	-6%	1%	20%	-23%	-2%	7
CC(=O)Nc1cccc2c1C(=O)N(c1cccc(OC(C)=O)c1)C2=O	-5%	-1%	9%	-7%	-7%	-1%	6%	0%	7
Cc1nc(C(=O)O)sc1C1(C)CC(c2cccc([N+](=O)[O-])c2)=NO1 (stereo not given)	.	-4%	14%	-16%	.	.	-5%	.	.
N#CCC(=O)N1CCCCCC1	-11%	8%	119%[activator]	-20%	2%	3%	-2%	0%	-5
C/C=C/c1ccc(OCCN2CCc3ccccc3C2)c(OC)c1	-7%	2%	80%[activator]	-25%	3%	-1%	-11%	-3%	-22
C/C(=N\Nc1ccccc1C(=O)O)c1ccncc1	0%	i	23%	-12%	24%	6%	0%	0%	-22
O=C1C(=O)N(CCCc2ccccc2)c2ccccc21	-21%	9%	44%[activator]	-21%	-1%	-8%	-15%	-4%	-6
COc1ccc(-c2cc(C(=O)NN)n(-c3ccccc3)n2)cc1	-11%	0%	8%	-10%	-2%	7%	-20%	-3%	7
O=C(Nc1ccc(S(=O)(=O)NCc2ccco2)cc1)c1cccc(F)c1	3%	-7%	?	?	-39%	7%	?	-1%	18
COc1ccccc1N1CCN(C2CCCN(S(=O)(=O)c3ccc(C)cc3)C2)CC1 (stereo not given)	-20%	6%	2%	-5%	34%	-4%	0%	-3%	3
CSc1ccc(C(=O)/C=C/c2ccc(N)cc2)cc1	?	-13%	5%	?	?	9%	-3%	-11%	9
Cc1cc(C)c[n+](CC(=O)c2ccc(NC(=O)c3ccccc3)cc2)c1	-6%	-3%	106%[activator]	-4%	-7%	41%	-10%	-3%	-10
CCc1cc(-c2ccc3c(c2)COc2c4ccccc4nn2-3)on1	.	-29%	?	?	.	.	1%	.	.
COc1ccc(C(=O)Nc2ccc3nc(N4CCOCC4)sc3c2)cc1OC	.	-6%	?	-8%	15%	.	-13%	.	-2
O=C(Nc1ccccc1)c1cnc2ccccc2n1	-2%	1%	1%	-11%	-3%	41%	-4%	6%	-11
COc1ccc(S(=O)(=O)N/N=C\c2ccc3c(c2)OCO3)c(OC)c1	-13%	-4%	3%	-14%	8%	-2%	-5%	-4%	-11
Cc1cc(C)c(C)c(S(=O)(=O)N2CCCCC2C(=O)O)c1C (stereo not given)	-1%	5%	73%[activator]	-24%	21%	53%	-2%	-5%	16
Cc1ccccc1C(=O)N1CCN(CCc2ccccn2)CC1	-14%	i	-7%	6%	.	30%	6%	0%	-4
O=C(CCCNC(=O)c1ccc(Cl)cc1)Nc1ccc(F)c(S(=O)(=O)N2CCOCC2)c1	.	i	-5%	-14%	39%	.	12%	.	4
COc1ccc2c(c1)c(=O)oc1c(C)c(OCc3cc(C(=O)O)oc3C)ccc12	18%	-26%	35µM*	14µM*	14%	35µM*	79µM*	1%	6

Reprinted at random: 3 entries already listed.
SMILES	Apoferritin bind	PGK inhibitor	POLI inh	Pol eta inh	APEX1 inh	POLB inh	Pol kappa inh	BLM inh	RXFP1 antag
Cc1ccccc1C(=O)N1CCN(CCc2ccccn2)CC1	-14%	i	-7%	6%	.	30%	6%	0%	-4
CSc1ccc(C(=O)/C=C/c2ccc(N)cc2)cc1	?	-13%	5%	?	?	9%	-3%	-11%	9
O=C(Nc1ccccc1)c1cnc2ccccc2n1	-2%	1%	1%	-11%	-3%	41%	-4%	6%	-11

Assay outcomes as filed in PubChem.

This is a subset (hit frequency here may not be typical).
